Source: PubChem BioAssay (National Center for Advancing Translational Sciences (NCATS))
HCV inhibitor – inhibitors of hepatitis C virus infection; 340,000 compounds, 3.4% hits; Potency, µM (titrated, usually from 41.8 µM), for the others: top-dose activity change, negative = inhibition, usual class: inhibitors; Huh7.5.1 HCVcc-Cre infection, luciferase reporter, 44 h; also: potency is read from the fitted curve at half-maximal effect
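Whole-lifecycle infectious HCVcc-Cre system; cells 1,000/well, compound then virus (~0.5 moi) added 4 h after plating, 44 h culture. Luciferase read 15 sec following 15 min substrate incubation, room temp.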
AmpC detergent – blocks E. coli AmpC beta-lactamase in detergent assay | P00811 | AmpC hydrolysis of nitrocefin, absorbance 480 nm, 0.01% Triton | Potency, µM (doses to about 114 µM), for inactives: top-dose activity change, negative = inhibition, hits mostly inhibitors | 370,000 compounds, 0.041% hits;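 also: potency is read from the fitted curve at half-maximal effect; 0% = no-compound wells and -100% = no-enzyme wells; nearly all actives have a fitted effect of over 25% in size; some results filed as inactive show a strong effect at the top dose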
Target sequence (P00811 whole entry, looked up): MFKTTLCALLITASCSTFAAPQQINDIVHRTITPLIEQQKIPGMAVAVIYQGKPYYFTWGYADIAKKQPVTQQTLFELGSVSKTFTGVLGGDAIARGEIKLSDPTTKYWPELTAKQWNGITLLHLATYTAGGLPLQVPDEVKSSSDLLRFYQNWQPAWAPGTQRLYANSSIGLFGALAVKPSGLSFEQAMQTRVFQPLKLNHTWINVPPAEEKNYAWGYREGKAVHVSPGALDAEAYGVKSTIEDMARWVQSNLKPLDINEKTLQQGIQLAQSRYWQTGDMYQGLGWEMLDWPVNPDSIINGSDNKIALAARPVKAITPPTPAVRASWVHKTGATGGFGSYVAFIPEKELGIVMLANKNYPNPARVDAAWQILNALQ
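AmpC (5.3 nM in the dispensed reagent) in 20 mM phosphate pH 7.0 with 0.01% (detergent screen) or 0.0001% Triton X-100 was preincubated with compounds for 15 min at room temperature. Nitrocefin was then added from an 800 uM solution, and hydrolysis was followed at 480 nm.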
Giardia FBPA inh – inhibitors of Giardia lamblia fructose-1,6-bisphosphate aldolase. A8B2U2. purified Giardia FBPA. Potency, µM (doses to about 59.6 µM), inactives show top-dose activity, negative = inhibition, actives largely listed as inhibitors. 290,000 compounds, 0.71% hits; also: potency is read from the fitted curve at half-maximal effect; nearly all actives have a fitted effect of over 55% in size
Target sequence (A8B2U2 whole entry, looked up): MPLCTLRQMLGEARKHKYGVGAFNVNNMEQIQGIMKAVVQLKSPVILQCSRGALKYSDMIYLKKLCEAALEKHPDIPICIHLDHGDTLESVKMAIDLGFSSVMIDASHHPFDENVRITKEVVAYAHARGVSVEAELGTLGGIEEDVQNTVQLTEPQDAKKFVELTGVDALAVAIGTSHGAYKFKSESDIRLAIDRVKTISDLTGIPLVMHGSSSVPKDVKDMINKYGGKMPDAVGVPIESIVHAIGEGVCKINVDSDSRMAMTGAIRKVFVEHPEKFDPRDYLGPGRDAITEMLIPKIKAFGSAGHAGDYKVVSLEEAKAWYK
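Giardia FBPA (40 nM reagent) was preincubated 10 min at RT with compound (up to 57.5 uM final), then substrate plus GAPDH/TPI/NAD/arsenate coupling system with diaphorase/resazurin was added; resorufin fluorescence (525/598 nm) was read after 20 min.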
Sm TGR block – blocks Schistosoma mansoni thioredoxin glutathione reductase. purified TGR, DTNB reduction, TNB absorbance 405 nm. Potency, µM (top dose mostly 114 µM), for inactives: top-dose activity change, negative = inhibition, most hits filed as inhibitors. 360,000 compounds, 3% hits. AID 485364; also: potency is read from the fitted curve at half-maximal effect; nearly all actives have a fitted effect of over 60% in size
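First, TGR (20 nM dispensed) and NADPH were mixed with compound. Second, a 15 min room-temperature incubation followed. Third, further NADPH and then DTNB were added to start the reaction. Finally, TNB absorbance was monitored kinetically.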
HCMV antiviral – human cytomegalovirus inhibition | HFF cells, HCMV-luciferase reporter, 72 h; hits give low values | activity change, negative = inhibition, % at 57.5 µM | 410,000 compounds, 4.5% hits | AID 1259415; in the data active = activity change below about -60%; inconclusive = no clear call, values can overlap the other calls; inactive = above about -39%
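Two compound doses tested in HFFs infected with HCMV-luciferase, MOI 1 PFU/cell, 72 h at 37C. Lysate luminescence read with OneGlo; data normalized against buffer-only and 10uM Salinomycin inhibitor controls.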
AmpC inh no detg – blocks E. coli AmpC beta-lactamase in detergent-free assay | 330,000 compounds, 0.52% hits | Potency, µM (doses to about 57.1 µM), for the others: at the top dose activity change, negative = inhibition, hits mostly inhibitors | P00811 | AmpC nitrocefin hydrolysis, absorbance 480 nm, 0.0001% Triton;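 also: potency is read from the fitted curve at half-maximal effect; plate controls were no compound for no effect and no enzyme for full effect; nearly all actives have a fitted effect of over 20% in size; some results filed as inactive show a strong effect at the top dose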
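AmpC (5.3 nM in the dispensed reagent) in 20 mM phosphate pH 7.0 with 0.01% (detergent screen) or 0.0001% Triton X-100 was preincubated with compounds for 15 min at room temperature. Nitrocefin was then added from an 800 uM solution, and hydrolysis was followed at 480 nm.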
Numbers without * were called inactive; ? = inconclusive; · = no result given; & = joins results of further samples; [ ] = remark or other dose. Unless noted, calls follow the shape of the dose curve; as a rule, active = well fitted curve in the direction sought with a large enough effect; inconclusive = small, poorly fitted or top-dose-only effect, or another doubt; inactive = no such curve, though single readings can be large; an effect the other way counts as inactive or inconclusive. Unless noted, % is scaled to controls: 0 for no effect and ±100 for the full control effect.

| Compound | AmpC inh no detg | HCMV antiviral | Sm TGR block | HCV inhibitor | Giardia FBPA inh | AmpC detergent |
| --- | --- | --- | --- | --- | --- | --- |
| Cc1ccc(N2C(=O)c3ccc(C(=O)Nc4cccnc4)cc3C2=O)c(C)c1 | 8% | 51 | -3% | 14% | -1% | -12% |
| CCC(C)NC(=O)CN1C(=O)CN=C(c2ccccc2)c2ccccc21 (configuration not stated) | 12% | ? | -2% | -3% | 3% | 4% |
| Cc1onc(-c2ccccc2Cl)c1C(=O)c1ccccc1 | -23% | 2 | -8% | 19% | 0% | -4% |
| COc1ccc(NC(=O)C(NS(=O)(=O)c2cccc3nsnc23)C(C)C)cc1OC (configuration not stated) | · | 6 | 2% | · | · | -7% |
| CSc1ccccc1OCc1cc(C(=O)N2CCN(Cc3nccn3C)CC2)no1 | 6% | -4 | -19% | ? | · | 6% |
| O=C(CSc1nnc(-c2ccco2)o1)NC1CC2CCC1C2 (configuration not stated) | -16% | -15 | ? | ? | 3% | 2% |
| CCOC(=O)c1c(NC(=O)CSc2nnc(CNc3ccc(C)cc3C)o2)sc(C)c1C | -22% | 3 | -19% | ? | -6% | ? |
| CC(=O)O[C@@H]1C[C@H]2C(C)(C)C(=O)C=C[C@]2(C)[C@H]2CC[C@@]3(C)[C@H](c4ccoc4)OC(=O)[C@H]4O[C@]43[C@@]21C | 103%[activator] | -79* | -7% | ? | 0% | -9% |
| O=C(Nc1ccc(F)c(Cl)c1)C1CCCN(c2ncnc3onc(-c4ccc(F)cc4)c23)C1 (configuration not stated) | · | -1 | 50µM* | · | · | -7% |
| CC(C)(C)CC(C)(C)NCC(O)COc1c(F)cc(Br)cc1F (configuration not stated) | -14% | -3 | 0% | ? | 3% | ? |
| Cc1nc(C)c(CCNC(=O)c2cccc(Cl)c2)s1 | 1% | -8 | -14% | -9% | 2% | -7% |
| OCC[C@@H]1C[C@@H](O)[C@H](O)[C@]2(OCCc3ccccc32)O1 | -13% | -16 | 0% | 15% | 0% | -15% |
| COc1ccc(CCNC(=O)Nc2ccccc2[N+](=O)[O-])cc1 | -28% | -5 | · | -8% | 2% | 2% |
| Cc1sc2ncn(CC(=O)NCCCC(=O)N(C)Cc3ccccc3)c(=O)c2c1C | 81%[activator] | -19 | 1% | 4% | 12% | 8% |
| CSc1cccc(NC(=O)C2CCCN(S(=O)(=O)c3cccs3)C2)c1 (configuration not stated) | -38% | -38 | 3% | ? | -14% | -7% |
| CC(=O)Nc1ccc(OCC(O)Cn2c(C(C)C)nc3ccccc32)cc1 (configuration not stated) | 1% | 20 | · | -7% | 2% | 4% |
| CC1CCN(C(=O)CC(NC(=O)c2ccccc2Cl)c2ccccc2)CC1 (configuration not stated) | 22% | -25 | 2% | 11% | · | 1% |
| O=C(C1CC1)N(CCN(Cc1ccccc1)C(=O)C1CC1)Cc1ccccc1 | 46% | -27 | -27% | -5% | 3% | ? |
| Cc1ccc(C(=O)/C=C/c2ccc3c(c2)OCO3)o1 | -12% | 13 | ? | -3% | 0% | -11% |
| O=C(CSc1n[nH]c(-c2ccco2)n1)Nc1ccc(F)cc1 | -14% | 0 | -1% | 9% | ? | -3% |

Exported with values under each structure: 11 of the compounds above
Screens in order: AmpC inh no detg	HCMV antiviral	Sm TGR block	HCV inhibitor	Giardia FBPA inh	AmpC detergent
CC(C)(C)CC(C)(C)NCC(O)COc1c(F)cc(Br)cc1F (configuration not stated)
→ -14%	-3	0%	?	3%	?
Cc1nc(C)c(CCNC(=O)c2cccc(Cl)c2)s1
→ 1%	-8	-14%	-9%	2%	-7%
OCC[C@@H]1C[C@@H](O)[C@H](O)[C@]2(OCCc3ccccc32)O1
→ -13%	-16	0%	15%	0%	-15%
COc1ccc(CCNC(=O)Nc2ccccc2[N+](=O)[O-])cc1
→ -28%	-5	·	-8%	2%	2%
Cc1sc2ncn(CC(=O)NCCCC(=O)N(C)Cc3ccccc3)c(=O)c2c1C
→ 81%[activator]	-19	1%	4%	12%	8%
CSc1cccc(NC(=O)C2CCCN(S(=O)(=O)c3cccs3)C2)c1 (configuration not stated)
→ -38%	-38	3%	?	-14%	-7%
CC(=O)Nc1ccc(OCC(O)Cn2c(C(C)C)nc3ccccc32)cc1 (configuration not stated)
→ 1%	20	·	-7%	2%	4%
CC1CCN(C(=O)CC(NC(=O)c2ccccc2Cl)c2ccccc2)CC1 (configuration not stated)
→ 22%	-25	2%	11%	·	1%
O=C(C1CC1)N(CCN(Cc1ccccc1)C(=O)C1CC1)Cc1ccccc1
→ 46%	-27	-27%	-5%	3%	?
Cc1ccc(C(=O)/C=C/c2ccc3c(c2)OCO3)o1
→ -12%	13	?	-3%	0%	-11%
O=C(CSc1n[nH]c(-c2ccco2)n1)Nc1ccc(F)cc1
→ -14%	0	-1%	9%	?	-3%

New compounds follow
| Compound | AmpC inh no detg | HCMV antiviral | Sm TGR block | HCV inhibitor | Giardia FBPA inh | AmpC detergent |
| --- | --- | --- | --- | --- | --- | --- |
| COc1ccc(C(=O)NCc2ccc3c(c2)CCN3C(=O)c2cccc(C)c2)cc1OC | · | 11 | -5% | · | · | -9% |
| Cc1cccc(C(=O)Nc2cccc(C(=O)OCc3cc(=O)n4nc(C(C)C)sc4n3)c2)c1 | · | 21 | -9% | · | · | 3% |
| CCOc1cccc(-c2nnc3sc(-c4cc(OC)c(OC)c(OC)c4)nn23)c1 | -14% | -33 | 0% | ? | 6% | -10% |
| O=C1C2C3C=CC(C3)C2C(=O)N1c1ccc(S(=O)(=O)Nc2nccs2)cc1 (configuration not stated) | -1% | -15 | -26% | -5% | 6% | -6% |
| N#CCC(=O)Nc1ccc(C(=O)OCC(=O)NC(=O)Nc2ccc3c(c2)OCCO3)cc1 | -48% | 0 | · | ? | · | · |
| Cc1ccc(NC(=O)Nc2ccccc2OCc2cc(=O)n3ccccc3n2)c(Cl)c1 | · | -16 | 19% | · | · | 14% |
| NS(=O)(=O)c1ccc(Nc2nc(-c3cccnc3)cs2)cc1 | -21% | -23 | -14% | 13µM* | 5% | 2% |
| Cc1ccc(NC(=O)/C(C#N)=C/c2ccc(-c3ccc(Cl)c(C(=O)O)c3)o2)cc1C | · | 6 | 2% | · | · | 1% |
| COC(=O)c1cc(S(=O)(=O)NCC2CCN(Cc3ccc(F)cc3)CC2)c[nH]1 | -32% | 0&-9 | -3%&-4% | -6% | 8% | -4%&3% |
| O=C(NCCCc1ccccc1)c1ccccc1O | -47% | 32 | -11% | -16% | -5% | -10% |
| CCc1c(C)sc(NC(=O)c2cc(-c3ccco3)on2)c1C#N | -28% | -24 | 0% | -4% | 5% | -12% |
| Cc1cc(C)cc(Nc2ncnc3onc(-c4ccc(F)cc4)c23)c1 | · | -23 | 3% | · | · | -6% |
| O=C1NC(=S)/C(=C\c2ccc(-c3ccccc3Cl)o2)S1 | -58% | -32 | ? | ? | -3% | ? |
| COc1ccc(NC(=O)C(NC(=O)Cc2cccs2)c2ccccc2)cc1 (configuration not stated) | -9% | -68* | -3% | 2% | 8% | 0% |
| O=C(CC1C(=O)NCCN1Cc1ccc(F)c(F)c1)NCCCn1ccnc1 (configuration not stated) | -16% | ? | -3% | 14% | -26% | 5% |
| CCCCCCCC(=O)OC(CN1CCCCC1)CN1CCCC1=O (configuration not stated) | -4% | 47 | 8% | 10% | 0% | 1% |
| COC(=O)COc1ccc(S(=O)(=O)Nc2cc(OC)ccc2OC)cc1 | 24% | -9 | -6% | · | -2% | -8% |
| CCN(CC)CCN(C(=O)c1ccc2c(c1)OCCO2)c1nc2ccc(C)cc2s1 | 26% | 27 | 13% | ? | · | ? |
| COc1ccc(NC(=O)c2cccnc2)cc1 | -17% | 16 | 4% | -1% | 2% | -15% |
| CCOc1ncccc1C(=O)OCC(=O)c1ccc(C)c(C)c1 | 22% | 25 | 5% | 2% | -2% | ? |
